pPAFAH inh – pPAFAH (human) enzyme inhibition; Q13093; recombinant pPAFAH, FP-rhodamine probe fluorescence polarization; inhibition, % at 3.39 µM; hit rate 1.5% among 330,000;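 active = inhibition above the mean inhibition across the screen plus 3 SD, cut at about 25% in these data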;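 note: inhibitors block binding of the rhodamine activity-based probe so polarization drops; 0% = enzyme with DMSO and 100% = wells lacking pPAFAH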
BCLXL inh – Bcl-xL (human) inhibition | GST-Bcl-xL / FITC-Bim BH3 peptide fluorescence polarization | inhibition, % at 10.9 µM | hit rate 0.7% among 320,000 | AID 2129;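 active = inhibition above the mean of all tested compounds plus 3 SD, cutoff set per campaign, cut at about 30% in these data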;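 note: 0% = DMSO wells and 100% = unlabeled Bim-BH3 peptide competitor; inhibitors lower millipolarization by displacing the labeled peptide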
PME-1 primary – PME-1 (human) inhibition | recombinant PME-1, FP-Rh probe fluorescence polarization | AID 2130 | hit rate 0.53% among 320,000 | inhibition, % at 5.9 µM;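 active = inhibition above the campaign mean of all compounds plus 3 SD, cut at about 26% in these data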;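 note: competitive labeling of PME-1 active site by serine hydrolase directed probe; 0% = PME-1 with DMSO and 100% = wells lacking PME-1 enzyme; inhibitors block probe labeling so polarization falls and inhibition rises; many of its hits are not listed in these tables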
MEX-5 binding – C. elegans MEX-5 TCR-2 RNA binding activity | Q9XUB2 | MEX-5/FITC-TCR2 RNA binding, fluorescence polarization; active compounds read low | activity score (negative = inhibition of binding), % at 10 µM | hit rate 0.38% among 300,000 | AID 1832;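 active = inhibition past about -25% in most replicates, and total fluorescence under double the plate's negative control median, limit read from the data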;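 note: 0% = DMSO and -100% = 5 µM competing unlabeled TCR2 RNA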
Target sequence (Q9XUB2 whole entry, looked up): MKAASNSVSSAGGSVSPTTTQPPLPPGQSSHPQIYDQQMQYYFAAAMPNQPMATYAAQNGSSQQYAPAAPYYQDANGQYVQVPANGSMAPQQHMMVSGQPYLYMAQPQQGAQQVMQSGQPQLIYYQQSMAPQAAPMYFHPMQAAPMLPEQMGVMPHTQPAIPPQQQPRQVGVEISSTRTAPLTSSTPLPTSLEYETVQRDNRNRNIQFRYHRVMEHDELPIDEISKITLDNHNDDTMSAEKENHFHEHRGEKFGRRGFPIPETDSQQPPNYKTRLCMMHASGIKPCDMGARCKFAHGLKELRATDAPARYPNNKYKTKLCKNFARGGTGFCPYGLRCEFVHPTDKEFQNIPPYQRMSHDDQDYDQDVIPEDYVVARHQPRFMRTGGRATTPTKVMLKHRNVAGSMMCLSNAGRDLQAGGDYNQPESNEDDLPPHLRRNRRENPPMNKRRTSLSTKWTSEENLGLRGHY
MCL1 BIM primary – MCL1-BIM-BH3 interaction inhibition (human); hit rate 0.68% among 320,000; inhibition, % at 10.9 µM; AID 2057; GST-MCL1 / FITC-Bim-BH3 fluorescence polarization; Q07820;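 active = inhibition above the mean inhibition of all tested compounds plus 3 SD, set per campaign, cut at about 40% in these data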;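 note: 0% = DMSO wells and 100% = unlabeled Bim-BH3 peptide control; higher means more loss of mP so more displacement of Bim peptide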
Fam108B counter – counter-screen for RBBP9 inhibitors: inhibitors of mouse Fam108B. hit rate 0.33% among 300,000. inhibition, % at 9.51 µM. AID 1947. recombinant Fam108B, FP-Rh probe fluorescence polarization;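 active = inhibition above the screen mean inhibition plus 3 SD, computed separately per campaign, cut at about 18% in these data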;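 note: inhibitors lower polarization as less probe binds the enzyme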
PAFAH1B2 FP inh – inhibitors of human PAFAH1B2; recombinant PAFAH1B2, FP-rhodamine activity probe, fluorescence polarization; inhibition, % at 3.39 µM; hit rate 1.2% among 340,000; AID 492953;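 active = inhibition above the mean of all tested compounds plus 3 SD, cut at about 24% in these data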;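 note: 0% = enzyme with DMSO and 100% = wells lacking PAFAH1B2; many of its hits are not listed in these tables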
AHR act – activators of human aryl hydrocarbon receptor | AID 2796 | AHR-responsive luciferase reporter cells, luminescence | P35869 | activation, % at 5 µM | hit rate 2.5% among 320,000; in the data active = activation above about 47%;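 note: 0% = vehicle wells and 100% = reference agonist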
GLD-1 TGE inh – GLD-1-TGE RNA interaction inhibition (C. elegans) | Q17339 | purified GLD-1 + fluorescein TGE RNA, fluorescence polarization | inhibition, % at 5.96 µM | hit rate 0.44% among 320,000 | AID 2280;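 active = percent inhibition above a per-plate cutoff, the plate mean of test compounds plus 3 SD, cut at about 30% in these data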;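 note: 0% = DMSO wells with GLD-1 and probe and 100% = wells lacking GLD-1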
Target sequence (Q17339 whole entry, looked up): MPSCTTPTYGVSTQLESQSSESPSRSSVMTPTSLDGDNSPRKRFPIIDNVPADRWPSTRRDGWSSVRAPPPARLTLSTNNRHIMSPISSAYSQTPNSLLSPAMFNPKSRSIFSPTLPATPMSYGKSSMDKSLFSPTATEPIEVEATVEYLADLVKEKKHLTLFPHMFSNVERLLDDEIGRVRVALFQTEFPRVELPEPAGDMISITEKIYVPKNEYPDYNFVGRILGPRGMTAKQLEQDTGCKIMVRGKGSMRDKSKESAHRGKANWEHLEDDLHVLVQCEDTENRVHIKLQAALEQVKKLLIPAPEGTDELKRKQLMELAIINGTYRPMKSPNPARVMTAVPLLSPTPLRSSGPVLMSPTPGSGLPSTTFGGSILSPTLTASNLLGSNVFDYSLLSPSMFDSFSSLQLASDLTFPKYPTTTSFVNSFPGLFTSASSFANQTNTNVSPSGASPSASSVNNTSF
* hit, by the source's call; nt = no result given. Not all compounds are listed; rates above refer to the full screens.

Preview, seven compounds:
#	Compound	pPAFAH inh	BCLXL inh	PME-1 primary	MEX-5 binding	MCL1 BIM primary
1	CC(C)CC(=O)Nc1ccc2c(c1)oc1ccccc12	1	5	-1	3.5	3
2	CCOc1ccc(N2CC(C(=O)Nc3cccc(S(=O)(=O)NC4=NCCC4)c3)CC2=O)cc1 (stereo not given)	5	-1	2	0.0	-1
3	CCCCNC(=O)c1onc(CSc2cccc(OC)c2)c1C(=O)O	0	8	-4	-0.4	8
4	COc1ccc(-c2nc3cnccn3c2Nc2ccc3c(c2)OCO3)cc1	17	4	5	-0.4	4
5	O=C(CCCCCn1c(=S)[nH]c2ccc(N3CCOCC3)cc2c1=O)NCc1ccc2c(c1)OCO2	8	-2	2	-3.1	1
6	Cc1cccc(CS(=O)(=O)Cc2ccc(C(=O)NC(C)c3ccccc3)o2)c1 (stereo not given)	19	6	2	-1.0	8
7	O=C(Nc1ccc2c(c1)OCO2)C1CCN(c2ccc(S(=O)(=O)N3CCOCC3)cc2)CC1	2	-5	-3	-0.4	-4

#	Fam108B counter	PAFAH1B2 FP inh	AHR act	GLD-1 TGE inh
1	2	-4	22	6
2	-3	6	-1	1
3	-6	10	-1	-4
4	9	0	105*	-3
5	1	-2	1	-3
6	2	14	0	-3
7	-2	-1	7	4

The whole of this part, previewed entries included:
#	Compound	pPAFAH inh	BCLXL inh	PME-1 primary	MEX-5 binding	MCL1 BIM primary
1	CC(C)CC(=O)Nc1ccc2c(c1)oc1ccccc12	1	5	-1	3.5	3
2	CCOc1ccc(N2CC(C(=O)Nc3cccc(S(=O)(=O)NC4=NCCC4)c3)CC2=O)cc1 (stereo not given)	5	-1	2	0.0	-1
3	CCCCNC(=O)c1onc(CSc2cccc(OC)c2)c1C(=O)O	0	8	-4	-0.4	8
4	COc1ccc(-c2nc3cnccn3c2Nc2ccc3c(c2)OCO3)cc1	17	4	5	-0.4	4
5	O=C(CCCCCn1c(=S)[nH]c2ccc(N3CCOCC3)cc2c1=O)NCc1ccc2c(c1)OCO2	8	-2	2	-3.1	1
6	Cc1cccc(CS(=O)(=O)Cc2ccc(C(=O)NC(C)c3ccccc3)o2)c1 (stereo not given)	19	6	2	-1.0	8
7	O=C(Nc1ccc2c(c1)OCO2)C1CCN(c2ccc(S(=O)(=O)N3CCOCC3)cc2)CC1	2	-5	-3	-0.4	-4
8	COc1cc(C(=O)NCc2ccc(F)cc2)cc(Cl)c1OC	5	4	-3	1.0	-5
9	COc1cc(C(=O)NC(C)C2CC3CCC2C3)ccc1OC(F)F (stereo not given)	-2	7	-2	nt	5
10	CCc1cc2c(SCC(=O)NC3CCS(=O)(=O)C3)ncnc2s1 (stereo not given)	-1	0	1	1.7	-1
11	CCCCN=C1NN=C(c2cccc([N+](=O)[O-])c2)CS1	8	14	1	-1.0	7
12	CC(C)CNC(=O)c1cccc(NC(=O)CSc2ccccc2)c1	2	1	1	-1.2	1
13	CCOC(=O)COc1ccc(Cl)cc1C1NC(=O)NC(C)=C1C(C)=O (stereo not given)	-2	2	-2	0.8	3
14	CCCOc1ccc(C(=O)OCC(=O)NCCc2ccc(OCC)c(OCC)c2)cc1OC	9	5	-2	-4.5	2
15	CCn1cc(-c2cc(C(=O)O)on2)c(C)n1	3	8	3	1.0	0

#	Fam108B counter	PAFAH1B2 FP inh	AHR act	GLD-1 TGE inh
1	2	-4	22	6
2	-3	6	-1	1
3	-6	10	-1	-4
4	9	0	105*	-3
5	1	-2	1	-3
6	2	14	0	-3
7	-2	-1	7	4
8	5	0	3	0
9	nt	8	9	-1
10	-3	5	0	-3
11	1	10	-2	2
12	4	6	2	0
13	-1	3	0	2
14	4	-3	-1	1
15	-4	nt	-2	2

Other results follow:
#	Compound	pPAFAH inh	BCLXL inh	PME-1 primary	MEX-5 binding	MCL1 BIM primary
16	CC(=O)c1cc(C(=O)N2CCCC(CCC(=O)N(C)CCc3ccccn3)C2)cs1 (stereo not given)	0	6	-1	-1.7	0
17	Cc1ccc(C(NC(=O)N2CC(C)OC(C)C2)C(Cl)Cl)cc1F (stereo not given)	2	1	3	-1.2	0
18	CCOC(=O)C1=C(C)N=c2s/c(=C\c3cccn3C)c(=O)n2C1c1cccc(OC)c1OC (stereo not given)	3	-12	-4	-40*	-17
19	O=C(Nc1ccc(N2CCOCC2)cc1)C1CC(O)CN1S(=O)(=O)c1ccc(Cl)cc1 (stereo not given)	0	3	1	-1.2	3
20	CCOc1nc(SCCOc2ccccc2)nc(N(C)C)n1	7	2	2	1.4	-1
21	COCCN1CCN(c2c(C)c(C)nc3cc(-c4cccc(OC)c4)nn23)CC1	2	-1	0	-1.3	-4
22	O=C(Nc1nnc(-c2ccc(F)cc2)o1)c1ccco1	1	8	3	-2.8	-3
23	O=C(Nc1nnc(-c2ccccc2)o1)NC1CCCCC1	-8	-4	-6	0.2	-3
24	COc1cccc(N2C(=O)C(CC(=O)Nc3ccc(F)cc3)N(C3CCCCC3)C2=O)c1 (stereo not given)	-1	3	-2	0.2	8
25	CC1CC(=O)c2cnc(NCC3CCCO3)nc2C1 (stereo not given)	1	14	1	-2.6	18
26	O=C(NCC(c1cccs1)N1CCOCC1)c1cn(-c2ccccc2)nc1-c1ccc(F)cc1 (stereo not given)	-2	3	5	3.6	-3
27	COc1cccc(C(=O)/C=C/Nc2ccc(S(=O)(=O)Nc3ccc(C(C)=O)cc3)cc2)c1	-13	-12	-2	-18	-24
28	CC(=O)c1c(C)[nH]c(C(=O)OCC(=O)Nc2ccc(Cl)cc2[N+](=O)[O-])c1C	4	-3	2	-0.9	-15
29	COc1ccc2[nH]c(=O)c(CNc3ccccc3C)cc2c1	7	17	-1	-0.3	16
30	CN(C)c1ncnc2c1ncn2C1OC(CO)C(O)C1O (stereo not given)	0	4	-7	-0.1	0

#	Fam108B counter	PAFAH1B2 FP inh	AHR act	GLD-1 TGE inh
16	5	1	0	7
17	-2	4	5	5
18	0	-1	3	-20
19	1	3	-1	-2
20	-2	2	-9	6
21	-2	2	1	-7
22	0	11	1	-1
23	-2	0	7	1
24	7	3	1	-1
25	-1	1	7	15
26	-6	3	3	10
27	0	2	1	4
28	1	6	30	1
29	-3	4	7	3
30	-6	4	42	5

Remaining list, next part.
#	Compound	pPAFAH inh	BCLXL inh	PME-1 primary	MEX-5 binding	MCL1 BIM primary
31	Cc1ccc(CCNC(=O)C2CCN(C(=O)c3sccc3-n3cccc3)CC2)cc1	7	5	6	-0.2	13
32	CSc1ccccc1C(=O)NC1CC2CCC1C2 (stereo not given)	-6	6	5	-1.0	-2
33	CCCn1c(-c2ccc(F)cc2)n[nH]c1=S	-3	-3	-4	-1.2	-15
34	Oc1[nH]c2ccccc2c1N=Nc1nc2ccccc2s1	8	16	29*	-3.4	28
35	Cc1ccc(N(Cc2ccccc2)C(=O)c2cc(S(=O)(=O)N3CCOCC3)ccc2C)cc1	1	3	4	1.0	4
36	CC(=O)/C(N=Nc1ccc(SC(F)F)cc1)=C(\C)O	3	7	-6	-2.4	-1
37	COc1cc(OC)c(C(=O)NCC2CCCO2)cc1OC (stereo not given)	0	8	-3	3.3	0
38	Cc1csc2nc(O)c(C(=O)NC3CCCCCC3)c(=O)n12	2	-3	1	0.4	1
39	CCOC(=O)c1ccc(N2C(=O)CC(NC3CCN(C(=O)c4cccc(Cl)c4)CC3)C2=O)cc1 (stereo not given)	-12	-4	0	-1.1	-6
40	COc1ccccc1OCC(=O)OC/C(O)=C(\C#N)c1nc2ccccc2[nH]1	6	-1	4	-5.0	-12
41	COc1ccc(NC(=O)Nc2ccc3nonc3c2)cc1	-1	1	-7	-2.4	2
42	Cn1c(SCc2ccccc2)nc2ccsc2c1=O	2	2	0	0.2	-2
43	O=c1ccc(=O)n2n1CC(O)C2	0	6	0	-0.2	2
44	Cn1c(SCC(=O)N2CCN(c3ccccc3)CC2)nnc1-c1c[nH]c2ccccc12	6	3	0	2.5	2
45	Nc1cnn(C2CCCO2)c(=O)n1 (stereo not given)	0	1	1	-0.5	-1

#	Fam108B counter	PAFAH1B2 FP inh	AHR act	GLD-1 TGE inh
31	13	22	0	-9
32	2	-1	2	0
33	1	20	0	2
34	5	7	0	1
35	-1	0	3	6
36	5	0	3	-6
37	-2	0	3	1
38	2	-1	3	6
39	-3	nt	4	-8
40	0	2	12	-8
41	-3	nt	44	1
42	-2	6	-1	-4
43	-1	0	-3	-5
44	1	2	0	-2
45	7	-1	1	3

Additional structures follow.
#	Compound	pPAFAH inh	BCLXL inh	PME-1 primary	MEX-5 binding	MCL1 BIM primary
46	CCOc1cc(NC(=S)NCCCN(C)C)c(OCC)cc1NC(=O)C1CC1	-2	6	0	-2.8	12
47	Cc1cccc(C(=O)OCC(=O)Nc2ccc(N3CCCCC3)cc2)c1O	1	0	3	1.6	-4
48	COC(=O)Cc1ccc2oc(-c3cccnc3)nc2c1	-16	-3	-9	3.2	-11
49	CCC(C)Sc1ccc(-c2nc3ccc(C)cn3c2NC2CCCCC2)cc1 (stereo not given)	4	48*	2	-3.5	48*
50	COCCn1c(C)cc(C(=O)COC(=O)c2ccc3c(c2)NC(=O)CS3)c1C	5	9	-7	-1.8	10
51	O=C(NCCCN1CCOCC1)c1cc(-c2ccc(Br)cc2)on1	0	-1	10	-3.1	3
52	CCOc1ccccc1-n1c(SCC(N)=O)nc2ccccc2c1=O	0	3	-1	-0.1	10
53	O=C1N(c2ccccc2C(F)(F)F)O[C@@]1(c1ccccc1)C1CCCC1	0	1	22	nt	4
54	CSc1nsc(SCc2cnc(C)nc2N)n1	3	-1	1	-3.1	3
55	Cc1ccc2c(C)c(C(=O)N(Cc3cccs3)C3CCS(=O)(=O)C3)oc2c1 (stereo not given)	10	2	2	0.1	-2
56	CNc1nc(N)c([N+](=O)[O-])c(NCc2ccccc2)n1	4	1	4	nt	3
57	COCC(C)N=C1SCCN1Cc1ccccc1 (stereo not given)	1	-1	-1	1.8	0
58	S=C(Nc1ccccc1)N(Cc1ccccc1)Cc1ccncc1	0	4	4	1.7	-1
59	CC(C)Cc1nnc(NC(=O)CCC(=O)N2CCC(C)CC2)s1	5	7	4	0.5	-3
60	O=C(O)C1CCCCC1C(=O)Nc1nccs1 (stereo not given)	-3	5	-8	1.0	8
61	O=C(O)CC(Cn1[nH]nnc1=S)c1ccccc1 (stereo not given)	7	-20	0	-1.0	-19
62	Cc1cc(C)c2c(c1)cc(C)c1nnc(SCC(=O)Nc3ccccc3N3CCOCC3)n12	3	1	9	0.5	-5
63	CC(C)(O)C#Cc1ccc(C(=O)NC(CCCNC(N)=O)C(=O)O)s1 (stereo not given)	3	1	-6	1.4	-6

#	Fam108B counter	PAFAH1B2 FP inh	AHR act	GLD-1 TGE inh
46	0	7	1	8
47	-3	5	1	-1
48	-6	-1	2	6
49	0	4	14	15
50	0	3	-4	9
51	1	3	-12	1
52	4	0	1	-1
53	nt	-3	-3	3
54	1	4	5	-2
55	0	4	10	10
56	3	7	40	6
57	3	2	0	2
58	3	-5	2	4
59	-3	0	-1	3
60	-8	8	3	3
61	2	2	1	1
62	0	4	7	4
63	0	12	1	-4
